Assay outcomes from PubChem.
S3 lipid droplet: qHTS Assay for Lipid Storage Modulators in Drosophila S3 Cells; Drosophila S3 cells, BODIPY lipid droplet fluorescence, 18-24 h; cells fed with added oleic acid; 0.64% of 320,000 active; Potency in µM for hits, for the others lipid storage change, negative = inhibition, % at the top dose, mostly 46.1 µM; active means well fitted inhibition curve with a large enough effect in the signal ratio, with a control signal flat, not every such curve was filed as active; inconclusive means small, poorly fitted or top-dose-only effect, or effect the other way, or a change in a side signal; the % refers to the signal ratio
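Drosophila S3 cells loaded with oleic acid (400 uM, as added) and compounds at several concentrations; lipid droplets imaged by 488-nm laser-scanning cytometry, 500–530 nm intensity and object ratio to cell channel. Percent activity normalized to 20 uM Triacsin C.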
S3 lipid droplet cell count max: recorded beside S3 lipid droplet, whose call it bears; cell number change, %; measured here: cell count max response;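 cells counted by Cell Tracker Red CMTPX staining in the red channel; peak over a dose series mostly up to 46.1 µM; percent activity relative to internal control wells on each plate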
An asterisk follows results filed as active. On the % scale 0 is the no-effect control and ±100 the full control effect; potency means the concentration at half of the fitted maximal effect.

What do the screens show for `Nn1c(SCC(=O)Nc2ccc3c(c2)OCCO3)nnc1-c1ccccn1`?
S3 lipid droplet: 21.9%; S3 lipid droplet cell count max: -2.9

What do the screens show for `S=c1[nH]nc(COc2ccc(Cl)cc2)o1`?
S3 lipid droplet: -4.4%; S3 lipid droplet cell count max: 1.7

What do the screens show for `O=P(CCCO)(Cc1ccccc1)Cc1ccccc1`?
S3 lipid droplet: inconclusive

How did S=C1NCCc2ccc(Cl)cc2C1c1ccccc1Cl (stereo not given) do in these assays?
S3 lipid droplet: -8.6%; S3 lipid droplet cell count max: -23.3

How did CC(=O)N1CCN(c2ccc(NC(=O)c3cc(Cl)ccc3Cl)cc2)CC1 do in these assays?
S3 lipid droplet: inconclusive

Results for CC(=O)Nc1ccc(NC(=O)CC2SC(=O)N(CC(=O)c3ccccc3)C2=O)cc1 (stereo not given) ?
S3 lipid droplet: inconclusive

How did Cc1cc(/C=N/NC(=O)c2cccc([N+](=O)[O-])c2)c(C)n1-c1ccc(Cl)cc1Cl do in these assays?
S3 lipid droplet: inconclusive

How did COc1ccc(CNC(=O)C2CCCN(S(=O)(=O)c3cnc[nH]3)C2)cc1 (stereo not given) do in these assays?
S3 lipid droplet: 8.2µM*; S3 lipid droplet cell count max: -8.8*

How did COC(=O)N(NC(=O)C(O)(C(C)C)C(C)C)c1ccccc1 do in these assays?
S3 lipid droplet: -13.3%; S3 lipid droplet cell count max: -13.9

How did Cc1cccc([C@H](NC(=O)OC(C)(C)C)C(=O)OC(C)(C)C)c1 do in these assays?
S3 lipid droplet: inconclusive

How did CCN(CC(=O)Nc1c(F)cccc1F)C(=O)c1ccc(-c2ccc(C(C)=O)cc2)o1 do in these assays?
S3 lipid droplet: inconclusive

What do the screens show for `COc1ccccc1NC(=O)CSc1ccc2nnc(CCNC(=O)c3ccccc3)n2n1`?
S3 lipid droplet: inconclusive

How did CN(C)/N=C/c1ccc(P(c2ccc(/C=N/N(C)C)o2)c2ccc(/C=N/N(C)C)o2)o1 do in these assays?
S3 lipid droplet: inconclusive

What do the screens show for `CC1CC(=O)N(CC(=O)Nc2ccc(F)cc2F)c2ccccc2S1(=O)=O` (stereo not given)?
S3 lipid droplet: inconclusive

How did O=c1ccc(/C=C/c2ccccc2)nn1Cc1ccccc1 do in these assays?
S3 lipid droplet: inconclusive

How did COc1ccccc1NC(=O)Cn1c(O)c(N=NC(=O)c2ccccc2O)c2ccccc21 do in these assays?
S3 lipid droplet: inconclusive

How did CCOc1ccc(N(CC(=O)NCCSc2ccccn2)S(C)(=O)=O)cc1 do in these assays?
S3 lipid droplet: 4.8%

What do the screens show for `Cn1c(SCC(=O)Nc2sccc2C#N)nnc1-c1ccccc1`?
S3 lipid droplet: inconclusive

Results for O=C1C(N2CCOCC2)=C(n2nnc3ccccc32)C(=O)c2ccccc21 ?
S3 lipid droplet: inconclusive

What do the screens show for `c1cc2c3c(cccc3c1)NC(c1ccc3c(c1)OCO3)N2`?
S3 lipid droplet: -14.6%; S3 lipid droplet cell count max: -8.0

The list goes on, overlapping the part above by 4 compounds.
How did CCOc1ccc(N(CC(=O)NCCSc2ccccn2)S(C)(=O)=O)cc1 do in these assays?
S3 lipid droplet: 4.8%

What do the screens show for `Cn1c(SCC(=O)Nc2sccc2C#N)nnc1-c1ccccc1`?
S3 lipid droplet: inconclusive

Results for O=C1C(N2CCOCC2)=C(n2nnc3ccccc32)C(=O)c2ccccc21 ?
S3 lipid droplet: inconclusive

What do the screens show for `c1cc2c3c(cccc3c1)NC(c1ccc3c(c1)OCO3)N2`?
S3 lipid droplet: -14.6%; S3 lipid droplet cell count max: -8.0

How did CC(C)CC(NC(=O)C1CCC(C)CC1)C(=O)NCc1ccccn1 (stereo not given) do in these assays?
S3 lipid droplet: inconclusive

How did CC(=O)c1ccc(Oc2cc(C)nc(-n3nc(C)cc3C)n2)cc1 do in these assays?
S3 lipid droplet: inactive

How did Cc1cc([N+](=O)[O-])ccc1NC(=S)NC(=O)Cc1ccccc1 do in these assays?
S3 lipid droplet: inconclusive

Results for COc1ccc(OC)c(C2C(C(=O)c3cccs3)=C(O)C(=O)N2CCN2CCOCC2)c1 (stereo not given) ?
S3 lipid droplet: inconclusive

Results for COc1ccc(OC)c(/C=C2\Oc3cc(OCC(=O)N4CCC[C@H]4C(=O)O)ccc3C2=O)c1 ?
S3 lipid droplet: inconclusive

What do the screens show for `Cc1cc(C)cc(NC(=S)Nc2ccc3cn[nH]c3c2)c1`?
S3 lipid droplet: -3.9%; S3 lipid droplet cell count max: -5.6

What do the screens show for `O=C(Nc1cccc(Cl)c1)c1ccc(F)c(S(=O)(=O)N2CCN(c3ccccn3)CC2)c1`?
S3 lipid droplet: inconclusive

How did O=C(Nc1ccc(Br)cc1)c1cccc2c1C(=O)N(C1CCCCC1)C2 do in these assays?
S3 lipid droplet: inactive; S3 lipid droplet cell count max: -18.2

How did O=C(Cc1ccccn1)c1ccccc1 do in these assays?
S3 lipid droplet: inconclusive

How did CCOC(=O)C1CCN(c2ncnc3c2[nH]c2cccc(OC)c23)CC1 do in these assays?
S3 lipid droplet: 14.7%; S3 lipid droplet cell count max: -21.0

What do the screens show for `CCOC(=O)Cn1nc(/C=C/c2ccc(C(C)C)cc2)ccc1=O`?
S3 lipid droplet: -21.2%; S3 lipid droplet cell count max: -18.5

Results for CC(C)C1Cc2c(C#N)c(N)n(C)c(=S)c2CO1 (stereo not given) ?
S3 lipid droplet: 12.4%; S3 lipid droplet cell count max: -0.9

How did CC1(C)C(=O)OC(c2ccc([N+](=O)[O-])cc2)C(C)(C)C1=O (stereo not given) do in these assays?
S3 lipid droplet: inconclusive

What do the screens show for `CCOC(=O)/C(C#N)=C1/SC(CC)C(=O)N1c1ccc(Br)cc1` (stereo not given)?
S3 lipid droplet: inconclusive

How did CCn1c(SCC(=O)N/N=C/c2ccc(C)o2)nnc1-c1ccc(C)cc1 do in these assays?
S3 lipid droplet: 6.4%; S3 lipid droplet cell count max: 0.9

What do the screens show for `CCOc1ccc(Br)cc1S(=O)(=O)Nc1cccc(S(=O)(=O)N(C)c2ccccc2)c1`?
S3 lipid droplet: 12.4%; S3 lipid droplet cell count max: 1.3

What do the screens show for `O=C1C(Cl)=C(N2CCOCC2)C(=O)N1c1ccccc1Cl`?
S3 lipid droplet: inconclusive

What do the screens show for `S=C(NCc1ccco1)Nc1ccccc1Cl`?
S3 lipid droplet: 8.8%; S3 lipid droplet cell count max: 16.8

What do the screens show for `COc1ccc(OC)c(Cc2nnc(CCC(=O)NC3C4CC5CC(C4)CC3C5)o2)c1` (stereo not given)?
S3 lipid droplet: inconclusive

What do the screens show for `Cc1ccc(-c2nnc(SCC(=O)O)n2N)cc1`?
S3 lipid droplet: inconclusive

Quoted at random: three entries already listed, in no set order.
How did Cc1cc([N+](=O)[O-])ccc1NC(=S)NC(=O)Cc1ccccc1 do in these assays?
S3 lipid droplet: inconclusive

How did CC1(C)C(=O)OC(c2ccc([N+](=O)[O-])cc2)C(C)(C)C1=O (stereo not given) do in these assays?
S3 lipid droplet: inconclusive

What do the screens show for `CCOc1ccc(Br)cc1S(=O)(=O)Nc1cccc(S(=O)(=O)N(C)c2ccccc2)c1`?
S3 lipid droplet: 12.4%; S3 lipid droplet cell count max: 1.3

More structures:
How did COc1cc(C)c(CN2CCC(Cc3ccccc3)CC2)cc1C do in these assays?
S3 lipid droplet: inconclusive

Results for CCCc1ccc2oc(C(=O)NCCCN3CCOCC3)c(C)c2c1 ?
S3 lipid droplet: inconclusive

What do the screens show for `COc1ccc(NC(=O)CN2C(=O)NC(c3ccccc3)(c3ccccc3)C2=O)cc1OC`?
S3 lipid droplet: inconclusive

How did CCC(=O)OCCNc1cc(Sc2nccn2C)c2nonc2c1[N+](=O)[O-] do in these assays?
S3 lipid droplet: inconclusive

What do the screens show for `Cc1ccccc1C(=O)Nc1cccc(C(=O)N/N=C/c2ccccn2)c1`?
S3 lipid droplet: inconclusive

How did CCOC(=O)c1c(NC(=O)CC2SC(N)=NC2=O)sc2c1CCCC2 (stereo not given) do in these assays?
S3 lipid droplet: -20.1%; S3 lipid droplet cell count max: 7.7

Results for N=C1/C(=C/c2ccc(-c3cccc(C(=O)O)c3)o2)C(=O)N=C2SC(CC(=O)N3CCOCC3)=NN12 ?
S3 lipid droplet: inconclusive

What do the screens show for `CCc1ccc(N=C2NC(=O)CS2)cc1`?
S3 lipid droplet: 4.1%; S3 lipid droplet cell count max: 15.3

What do the screens show for `Cc1ccc(NC(=O)CCOc2ccccc2)cc1`?
S3 lipid droplet: 7.2%; S3 lipid droplet cell count max: 10.2

Results for CCC1=Nc2cc(C(=O)NCc3ccco3)ccc2Sc2ccccc21 ?
S3 lipid droplet: inconclusive

What do the screens show for `CC(=O)O[C@H]1C[C@@]2(C)[C@@H](C[C@@H](O)[C@H]3[C@@]4(C)CC[C@@H](O)[C@@H](C)[C@@H]4CC[C@@]32C)/C1=C(\CCC=C(C)C)C(=O)O`?
S3 lipid droplet: inconclusive

What do the screens show for `CC(C)c1cc(C(=O)O)c2cnn(C(C)C)c2n1`?
S3 lipid droplet: -12.7%; S3 lipid droplet cell count max: -20.5

Results for CCOc1ccc(N(CC(=O)N2CCN(c3ccccc3)CC2)S(=O)(=O)c2c(C)noc2C)cc1 ?
S3 lipid droplet: 7.2%; S3 lipid droplet cell count max: 2.0

How did CCOc1ccc(-n2c(=O)c3sccc3n(CC(=O)NCCc3ccc(OC)c(OC)c3)c2=O)cc1 do in these assays?
S3 lipid droplet: -0.4%; S3 lipid droplet cell count max: 1.7

How did O=C(COc1ccc(C(=O)c2ccccc2)cc1)NCC(=O)Nc1ccccc1Br do in these assays?
S3 lipid droplet: inconclusive

What do the screens show for `COCCSc1nnc(NC(=O)Cc2ccc(OC)c(OC)c2)s1`?
S3 lipid droplet: inconclusive

What do the screens show for `COc1ccc(N2CCN(C(=O)c3ccc4c(c3)NC(=O)C(CSCc3ccc(C)cc3)N4)CC2)cc1` (stereo not given)?
S3 lipid droplet: inconclusive

Results for CC1CN(C(=O)COC(=O)c2cc(S(N)(=O)=O)c(Cl)cc2Cl)CC(C)O1 (stereo not given) ?
S3 lipid droplet: inconclusive

Results for CCN(CC)CCCNC(=O)CCc1c(C)n(CC)c2cc(-c3ccccc3OC)nn2c1=O ?
S3 lipid droplet: -0.5%; S3 lipid droplet cell count max: 1.1

What do the screens show for `CCOc1ccccc1CN1C(=O)C2(OCCO2)c2ccccc21`?
S3 lipid droplet: inconclusive

How did COc1ccccc1CNc1ccc([N+](=O)[O-])cc1C do in these assays?
S3 lipid droplet: 19.2%; S3 lipid droplet cell count max: 8.7

Results for CCCc1nnc(NC(=O)CCC(=O)N2CCCCC2CC)s1 (stereo not given) ?
S3 lipid droplet: inconclusive

What do the screens show for `COc1cccc(NC(=O)Nc2cccs2)c1`?
S3 lipid droplet: inconclusive

What do the screens show for `O=C(CSc1nc2ccccc2c(=O)n1-c1ccccc1)N1CCc2ccccc2C1`?
S3 lipid droplet: inconclusive

What do the screens show for `Cc1cccc(C(=O)N(NC(=O)Oc2ccccc2)C(C)(C)C)c1`?
S3 lipid droplet: inconclusive

Results for CCNC(=O)N1CCCC(C(=O)c2ccc(C(F)(F)F)cc2)C1 (stereo not given) ?
S3 lipid droplet: 14.9%; S3 lipid droplet cell count max: 10.9

How did C/C=C(\C)CN1CCC(Oc2ccc(C(=O)NCc3ccccn3)cc2)CC1 do in these assays?
S3 lipid droplet: 14.7%; S3 lipid droplet cell count max: 7.2

How did O=C(CN1C(=O)S/C(=C/c2ccncc2)C1=O)Nc1ccccc1 do in these assays?
S3 lipid droplet: 1.3%; S3 lipid droplet cell count max: 5.8

How did Cc1ccc(N(C(=O)CNC(=O)c2ccco2)C(C(=O)NC2CCCCC2)c2cccnc2)c(C)c1 (stereo not given) do in these assays?
S3 lipid droplet: inconclusive

What do the screens show for `COc1cc2c(cc1OC)C(COc1ccc(F)cc1)N(C(C)=O)CC2` (stereo not given)?
S3 lipid droplet: -27.7%; S3 lipid droplet cell count max: -4.2

Results for COc1ccccc1N1CCN(C(=O)CSc2nnnn2C2CC2)CC1 ?
S3 lipid droplet: inconclusive

Results for Cc1ccc(C(=O)NC(C(=O)Nc2cccc(S(N)(=O)=O)c2)C(C)C)cc1 (stereo not given) ?
S3 lipid droplet: 0.4%; S3 lipid droplet cell count max: 0.1

How did S=C(Nc1cccnc1)Nc1ccccc1Br do in these assays?
S3 lipid droplet: inconclusive

What do the screens show for `COc1ccc(N2CCN(C(CNC(=O)C3CCCCC3)c3cccnc3)CC2)cc1` (stereo not given)?
S3 lipid droplet: 10.3%; S3 lipid droplet cell count max: -13.4

What do the screens show for `CN(Cc1ccon1)C(=O)CCc1nnc(CCCCc2ccccc2)o1`?
S3 lipid droplet: 7.7%; S3 lipid droplet cell count max: -5.5

What do the screens show for `O=C(CNC(=O)c1ccccc1)NC1(C(=O)NC2CCCC2)CCCCC1`?
S3 lipid droplet: -0.1%; S3 lipid droplet cell count max: -14.2

Results for O=C(OCc1ccccc1)c1cc(S(=O)(=O)N2CCCCC2)ccc1N1CCOCC1 ?
S3 lipid droplet: inconclusive

What do the screens show for `CC1=C(C(N)=O)C(c2ccccc2)n2nc(-c3ccncc3)nc2N1` (stereo not given)?
S3 lipid droplet: -8.3%; S3 lipid droplet cell count max: 1.4

Results for COc1ccc(-c2[nH]ncc2CN2CCN(C3CCCCC3)C(=O)C2)cc1F ?
S3 lipid droplet: 2.0%; S3 lipid droplet cell count max: 11.8

What do the screens show for `CC(=O)Nc1ccccc1NC(=O)c1ccccc1-c1ccccc1`?
S3 lipid droplet: inconclusive

Results for COC(=O)C1=C(NC(=O)C2CCCCC2)CCS1 ?
S3 lipid droplet: 1.1%; S3 lipid droplet cell count max: -10.0

Some of the compounds tested; the hit share may differ from the screen's.
